AmpC inh det = inhibitors of E. coli AmpC beta-lactamase with detergent | Potency, µM (doses to about 28.7 µM), without a hit: at the top dose activity change, negative = inhibition | purified AmpC, nitrocefin hydrolysis with detergent | P00811 | actives 0.09% (n = 71,000); active = well fitted curve in the direction sought with a large enough effect
Target sequence (P00811 whole entry, looked up): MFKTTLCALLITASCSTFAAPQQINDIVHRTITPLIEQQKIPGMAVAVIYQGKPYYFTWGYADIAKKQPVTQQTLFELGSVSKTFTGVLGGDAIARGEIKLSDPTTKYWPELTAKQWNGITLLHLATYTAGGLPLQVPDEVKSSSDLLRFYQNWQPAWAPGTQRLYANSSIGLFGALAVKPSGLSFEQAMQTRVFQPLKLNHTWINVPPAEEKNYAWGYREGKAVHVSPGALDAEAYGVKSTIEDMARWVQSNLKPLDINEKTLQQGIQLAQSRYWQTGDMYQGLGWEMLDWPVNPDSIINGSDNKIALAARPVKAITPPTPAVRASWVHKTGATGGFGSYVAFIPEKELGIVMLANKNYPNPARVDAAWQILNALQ
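E. coli AmpC (5.3 nM) in 20 mM phosphate pH 7.0 with 0.01% Triton X-100, preincubated 15 min RT with compound; nitrocefin (2 uL of 800 uM stock) hydrolysis followed by 480 nm absorbance every 20 s over 4 min.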
The depositor's hits bear a star; [ ] = remark or other dose. % is scaled to controls: 0 for no effect and ±100 for the full control effect; potency is read from the fitted curve at half-maximal effect.

COc1ccc(C2CC(=O)c3c([nH]c(C(=O)OC(C)C)c3C)C2)cc1OC (stereo unspecified)
  AmpC inh det = 1%

COc1ccc(-c2ccc(=O)n(CC(=O)N3CCN(c4ccccc4OC)CC3)n2)cc1
  AmpC inh det = 4%

Cc1ccc(S(=O)(=O)N2c3ccc(S(N)(=O)=O)cc3CC2C)cc1 (stereo unspecified)
  AmpC inh det = -7%

Cc1ccc(SCc2nc(-c3ccncc3)no2)cc1
  AmpC inh det = 0%

COC(=O)c1ccc2c(c1)NC(=O)C1CCCN21 (stereo unspecified)
  AmpC inh det = 27%

Cc1cc(C)n2nc(Cc3ccccc3)nc2n1
  AmpC inh det = 2%

O=C(O)C[C@@H](C(=O)O)C1c2ccccc2-c2ccccc21
  AmpC inh det = -2%[5.75 µM]

Cc1occc1C(=O)Nc1ccc2c(c1)CCC2
  AmpC inh det = -2%

CC(=O)[C@@H]1CC[C@@H]2[C@@H]3CC=C4C[C@H](OS(=O)(=O)O)CC[C@@]4(C)[C@H]3CC[C@]21C
  AmpC inh det = -4%

Cc1ccc(C)c(Cn2c(C(C)O)nc3ccccc32)c1 (stereo unspecified)
  AmpC inh det = -10%

COc1ccc(Cc2nnn(CC(=O)O)n2)cc1
  AmpC inh det = 8%

O=C(N/N=C\c1cccc(O)c1)c1ccncc1
  AmpC inh det = -4%[5.75 µM]

c1cncc(CNc2ncncc2-c2ccc3c(c2)OCO3)c1
  AmpC inh det = 8%

CCOc1c(OC)cccc1C1CC(=O)Nc2cc3c(cc21)OCCO3 (stereo unspecified)
  AmpC inh det = 4%

O=C1CCCN1CN(C(=O)c1ccc2c(c1)OCO2)c1ccc(F)cc1
  AmpC inh det = 0%

COc1ccc(CN(Cc2ccncc2)C(=O)CCC(=O)O)cc1
  AmpC inh det = -2%

CCOCCCNC(=O)C1c2ccccc2C(=O)N2CCc3ccccc3C12 (stereo unspecified)
  AmpC inh det = 10%

CCn1c(=O)c2cc(C(=O)N3CCOCC3)sc2c2ccccc21
  AmpC inh det = 14%

COc1ccccc1C(c1nnnn1C1CCCC1)N1CCN2CCCC2C1 (stereo unspecified)
  AmpC inh det = 5%

CC1(C)C(=O)OC(c2cc(Br)ccc2O)C(C)(C)C1=O (stereo unspecified)
  AmpC inh det = 4%

CC(=NCCCn1ccnc1)C1=C(O)c2ccccc2C1=O
  AmpC inh det = -2%

Cc1ccc(C)c(S(=O)(=O)C(C#N)c2nc3ccccc3nc2N2CCOCC2)c1 (stereo unspecified)
  AmpC inh det = -4%

O=C(Cc1ccc(Cl)c(Cl)c1)OCCN1CCCC1
  AmpC inh det = -1%

COc1ccc(CN(Cc2ccccn2)C(=O)CN2C(=O)COc3ccccc32)cc1
  AmpC inh det = -1%

Cc1ccc(NS(=O)(=O)c2cc(C(=O)N3CCOCC3)ccc2C)cc1C
  AmpC inh det = 2%

2 entries picked at random from the list so far:
COc1ccc(CN(Cc2ccccn2)C(=O)CN2C(=O)COc3ccccc32)cc1
  AmpC inh det = -1%

CC(=O)[C@@H]1CC[C@@H]2[C@@H]3CC=C4C[C@H](OS(=O)(=O)O)CC[C@@]4(C)[C@H]3CC[C@]21C
  AmpC inh det = -4%

(next part)
Cc1cc(NC(=O)CSc2ccc3nnc(-c4cccs4)n3n2)no1
  AmpC inh det = 8%

Cc1ccc2c(c1)N(CCC(=O)NCc1cccnc1)C(=O)CO2
  AmpC inh det = -1%

O=C(CC1(O)C(=O)Nc2ccc(Br)cc21)c1ccc2c(c1)OCO2 (stereo unspecified)
  AmpC inh det = -2%

Cc1ccc(-n2nnnc2SCC(=O)Nc2ccccc2N2CCCCC2)cc1C
  AmpC inh det = 3%

CCC(C)N=C1SCC(C)(/C=N/O)S1 (stereo unspecified)
  AmpC inh det = -1%

CCOCCn1c(SCCc2ccccc2)nc2c1c(=O)[nH]c(=O)n2C
  AmpC inh det = 9%

c1cncc(-c2nn3cnnc3s2)c1
  AmpC inh det = -2%

CCOC(=O)C1CCCCN1Cc1cc(Cl)ccc1O (stereo unspecified)
  AmpC inh det = 4%

O=C(O)/C(=C1/OC(=O)c2ccccc21)c1ccccc1
  AmpC inh det = 0%

CC(C)C(c1nnnn1Cc1ccc(F)cc1)N1CCN(C(=O)c2ccco2)CC1 (stereo unspecified)
  AmpC inh det = -7%

COCCSc1nnc(-c2cccc(C#N)c2)n1C
  AmpC inh det = 4%

C/C(N)=C(\C#N)C(=O)NCc1ccccn1
  AmpC inh det = 14%

C[C@H]1C[C@@H](C)C(=O)[C@@H]([C@H](O)CC2CC(=O)NC(=O)C2)C1
  AmpC inh det = -4%[12.8 µM]

Cc1ccc2[nH]c3c(c2c1)CN(C(=O)CN1CCN(c2ccccc2F)CC1)CC3
  AmpC inh det = -5%

CC(=O)NCCNc1nc(-c2ccccc2CN(C)C)nc2ccccc12
  AmpC inh det = 9%

FC(F)(F)c1cc(-c2ccco2)nc(NCc2cccnc2)n1
  AmpC inh det = 5%

O=C(NCc1cccc(F)c1)c1noc2c1CCCC2
  AmpC inh det = 5%

CCN(CC)C(=O)CP(=O)(c1ccccc1)c1ccccc1
  AmpC inh det = 8%

Cn1c(C(C#N)C(=O)c2ccco2)nc2ccccc21 (stereo unspecified)
  AmpC inh det = 12%

CC(C)n1c(SCC(N)=O)nc2c1c(=O)[nH]c(=O)n2C
  AmpC inh det = 9%

CCOC(=O)c1oc2ccc(S(=O)(=O)n3nc(-c4ccc(OC)cc4)cc3N)cc2c1C
  AmpC inh det = 5%

COc1ccc(-c2nnc(SCC(=O)N3CCOCC3)o2)cc1
  AmpC inh det = -1%

Cc1nn(-c2ccccc2)c2sc(C(=O)n3cccn3)cc12
  AmpC inh det = 8%

CN(CC(=O)O)S(=O)(=O)c1cc(Cl)ccc1Cl
  AmpC inh det = -4%

COCCN1C(=O)C(=O)/C(=C(/O)c2ccc(OCC(C)C)cc2)C1c1cccnc1 (stereo unspecified)
  AmpC inh det = 0%

Cc1cc(O)ccc1Nc1nc(-c2sc(N)nc2C)cs1
  AmpC inh det = -3%

CN(C(=O)c1cc2sccc2n1C)C1CCCCC1
  AmpC inh det = 1%

O=C(CSc1nn(-c2ccc(F)cc2)c(=S)s1)NC(=O)NCc1ccco1
  AmpC inh det = -4%

c1ccc2[nH]c(N3CCOCC3)nc2c1
  AmpC inh det = -1%

O=C(CN1C(=O)COc2ccccc21)N(CCCN1CCOCC1)CC1CC=CCC1 (stereo unspecified)
  AmpC inh det = 6%

COc1ccc2[nH]cc(CCNc3cc(-c4ccoc4)ncn3)c2c1
  AmpC inh det = 10%

COc1ccc(NC(=O)C2CCN(Cc3cnn(-c4ccccc4)c3-n3cccc3)CC2)cc1OC
  AmpC inh det = -2%

COC(=O)c1ccccc1NC(=O)CN(C)S(=O)(=O)c1ccc(OC)c(C)c1
  AmpC inh det = 0%

COc1nc(N(C)C)nc(-n2nnc(C(C)=O)c2C)n1
  AmpC inh det = -1%

Cc1ccc(S(=O)(=O)Nc2cc(C(=O)N3CCOCC3)ccc2N2CCCCC2)cc1
  AmpC inh det = -3%

Nc1ccc2nc3n(c(=O)c2c1)CCC3
  AmpC inh det = 5%

COC(=O)c1ccc2c(=O)n(CC3CCCO3)c(SCC(=O)Nc3ccccc3OC)nc2c1 (stereo unspecified)
  AmpC inh det = -2%

Cc1cc(C(=O)CSc2nnc(C3COc4ccccc4O3)n2C)c(C)n1-c1ccc(F)cc1 (stereo unspecified)
  AmpC inh det = -2%

C#CCNc1nc(C(C)C)nc2c1nnn2Cc1ccccc1F
  AmpC inh det = 9%

COc1ccc(OCCCC(=O)Nc2nncs2)cc1
  AmpC inh det = 7%

CS(=O)(=O)N(CC(=O)Nc1ccccc1C(=O)N1CCOCC1)c1ccc2c(c1)OCO2
  AmpC inh det = -1%

CCOC(=O)N1CCN(C(=O)CN(C2CCCCC2)S(=O)(=O)c2ccc(C)cc2)CC1
  AmpC inh det = 17%

Cc1cc(C)c2[nH]c(=O)c(C(c3nnnn3C3CCCC3)N3CCOCC3)cc2c1 (stereo unspecified)
  AmpC inh det = 12%

NS(=O)(=O)c1ccc(CCNC(=O)CCC2COc3ccccc3O2)cc1 (stereo unspecified)
  AmpC inh det = -3%

CCOC(=O)CSc1nc2cc(C)cc(C)c2cc1C#N
  AmpC inh det = 0%

COC(=O)COc1ccc(S(=O)(=O)NCc2ccco2)cc1
  AmpC inh det = -4%

O=C(c1ccco1)N1CCN(c2nc3ccccc3n3nnnc23)CC1
  AmpC inh det = 21%

N/C(=N\O)c1ccc(NC(=O)c2cccs2)cc1
  AmpC inh det = -3%

COc1ccc(Nc2ncnc3c2cnn3Cc2ccccc2)cc1
  AmpC inh det = -9%

CCOC(=O)CSc1nc2c(c(-c3ccc(C)o3)c1C#N)CCCC2
  AmpC inh det = 10%

Part of the list above, set out differently.
SMILES | AmpC inh det
Cc1cc(O)ccc1Nc1nc(-c2sc(N)nc2C)cs1 | -3%
CN(C(=O)c1cc2sccc2n1C)C1CCCCC1 | 1%
O=C(CSc1nn(-c2ccc(F)cc2)c(=S)s1)NC(=O)NCc1ccco1 | -4%
c1ccc2[nH]c(N3CCOCC3)nc2c1 | -1%
O=C(CN1C(=O)COc2ccccc21)N(CCCN1CCOCC1)CC1CC=CCC1 (stereo unspecified) | 6%
COc1ccc2[nH]cc(CCNc3cc(-c4ccoc4)ncn3)c2c1 | 10%
COc1ccc(NC(=O)C2CCN(Cc3cnn(-c4ccccc4)c3-n3cccc3)CC2)cc1OC | -2%
COC(=O)c1ccccc1NC(=O)CN(C)S(=O)(=O)c1ccc(OC)c(C)c1 | 0%
COc1nc(N(C)C)nc(-n2nnc(C(C)=O)c2C)n1 | -1%
Cc1ccc(S(=O)(=O)Nc2cc(C(=O)N3CCOCC3)ccc2N2CCCCC2)cc1 | -3%
Nc1ccc2nc3n(c(=O)c2c1)CCC3 | 5%
COC(=O)c1ccc2c(=O)n(CC3CCCO3)c(SCC(=O)Nc3ccccc3OC)nc2c1 (stereo unspecified) | -2%
Cc1cc(C(=O)CSc2nnc(C3COc4ccccc4O3)n2C)c(C)n1-c1ccc(F)cc1 (stereo unspecified) | -2%
C#CCNc1nc(C(C)C)nc2c1nnn2Cc1ccccc1F | 9%
COc1ccc(OCCCC(=O)Nc2nncs2)cc1 | 7%
CS(=O)(=O)N(CC(=O)Nc1ccccc1C(=O)N1CCOCC1)c1ccc2c(c1)OCO2 | -1%
CCOC(=O)N1CCN(C(=O)CN(C2CCCCC2)S(=O)(=O)c2ccc(C)cc2)CC1 | 17%
Cc1cc(C)c2[nH]c(=O)c(C(c3nnnn3C3CCCC3)N3CCOCC3)cc2c1 (stereo unspecified) | 12%
NS(=O)(=O)c1ccc(CCNC(=O)CCC2COc3ccccc3O2)cc1 (stereo unspecified) | -3%

(more compounds)
CN(C)c1ccc(-c2nn3c(-c4ccc(Cl)cc4Cl)nnc3s2)cc1
  AmpC inh det = -3%

Cc1ccc(C(=O)NCCCn2ccnc2)o1
  AmpC inh det = 5%

CCOc1ccc(-c2noc(-c3cccnc3)n2)cc1OC
  AmpC inh det = -2%

O=C(C1CCN(S(=O)(=O)c2cnc[nH]2)CC1)N1CCc2ccccc2C1
  AmpC inh det = -2%

Cc1cccc(N2CCCn3c2nc2c3c(=O)n(CCN3CCOCC3)c(=O)n2C)c1
  AmpC inh det = 13%

CCC(=O)c1ccc(OCCN2CCOCC2)cc1
  AmpC inh det = -5%

CCn1c(N)c(C(=O)NCc2ccco2)sc1=S
  AmpC inh det = -5%

CCC(C)N1CC(O)=C(c2nc3ccccc3[nH]2)C1=N (stereo unspecified)
  AmpC inh det = 7%

O=C(CN1CCN(Cc2ccccc2)CC1)NC(=O)NC1CCCCC1
  AmpC inh det = -1%

CCCNS(=O)(=O)c1cccc2cccnc12
  AmpC inh det = 7%

CC(C)C(=O)Nc1nnc(SCC(=O)NC2CC2)s1
  AmpC inh det = 10%

CC1=C(C(=O)Nc2ccccn2)C(c2ccc(N(C)C)cc2)n2ncnc2N1 (stereo unspecified)
  AmpC inh det = -5%

CCCCN(C)S(=O)(=O)c1cc(Br)cc2c1N(C(=O)C1CC1)CC2
  AmpC inh det = -7%

NCCCNCCCCN(CCCN)/[N+]([O-])=N/O
  AmpC inh det = -5%

Cc1onc(C(=O)N2CCC(C(N)=O)CC2)c1-c1ccccc1Cl
  AmpC inh det = 7%

CSc1nc2ccccc2c(=O)n1N
  AmpC inh det = -3%

CC1CCCCC1NC(=O)C1CCN(C(=O)NC2CCCCC2)CC1 (stereo unspecified)
  AmpC inh det = 11%

O=C(COC(=O)Cc1cccc(C(F)(F)F)c1)NCC1CCCO1 (stereo unspecified)
  AmpC inh det = -5%

Nc1ncnc2c1nc(Sc1ccc(Cl)cc1)n2[C@@H]1O[C@H]2COP(=O)(O)O[C@@H]2[C@H]1O
  AmpC inh det = -3%

O=C(Nc1cccc(C(=O)N2CCOCC2)c1)c1cncc(Br)c1
  AmpC inh det = -2%

Clc1ccc2nc(N3CCCCC3)[nH]c2c1
  AmpC inh det = -2%

Cc1cccc(C)c1NC(=O)c1c(-c2ccccc2)noc1C
  AmpC inh det = 13%

Cc1cccc(CNC(=O)c2ccccc2N)c1
  AmpC inh det = -3%

CC[C@@]1(c2ccc(N)cc2)CCC(=O)NC1=O
  AmpC inh det = -3%[12.8 µM]

O=S(=O)(c1ccccc1)N1CCN(C2CCN(Cc3ccccc3)CC2)CC1
  AmpC inh det = -1%

CN(C)C(=O)c1ccc(-c2nc(NCc3ccccc3)c3ccccc3n2)cc1
  AmpC inh det = 14%

C=CCOc1ccccc1CNn1nnnc1N
  AmpC inh det = -4%

Cc1ccc(C)n1-n1c(C)nc2sc(-c3ccccc3)cc2c1=O
  AmpC inh det = -1%

O=C(OC(C(=O)NCc1ccc2c(c1)OCO2)c1ccc(Cl)cc1)c1ccco1 (stereo unspecified)
  AmpC inh det = 9%

O=C(OCc1ccco1)c1ccc(S(=O)(=O)N2CCCCC2)cc1
  AmpC inh det = -4%

Cc1sc2nc(CN(CCc3ccccc3)C(=O)c3ccco3)[nH]c(=O)c2c1C
  AmpC inh det = 12%

Nc1nonc1N1CCCCC1
  AmpC inh det = -3%

COC(=O)[C@@H](NC(=O)N(C1CCCCC1)C1CCCCC1)C(C)C
  AmpC inh det = -3%

An excerpt; the hit share may differ from the screen's.
